UPR CHOP act: apoptotic UPR (CHOP) activation; CHO-CHOP luciferase reporter, luminescence; percent of tunicamycin response over DMSO baseline; activation, % at 10 µM; 0.34% of 330,000 active; AID 449763;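 active = at 10 µM dose, activation of 40% or more, normalized to positive control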;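 also: 100% = tunicamycin at 10 µg/mL and 0% = DMSO alone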
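assay system = CHO CHOP reporter cells | amount = 500 CHO-CHOP cells per well | buffer or medium = F12 with 10% FBS | incubation = 16-18 h cell attachment, then 6 h compound exposure, 37 °C | detection = luminescence read with Steady-Glo | read-out = percent activation relative to tunicamycin control | controls = tunicamycin high control, DMSO low control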
CXCR6 inh: CXCR6 (human) receptor inhibition. CHO-K1 PathHunter CXCR6 beta-arrestin, luminescence. AID 602244. 0.36% of 360,000 active. inhibition, % at 20 µM. O00574; in the data active = inhibition above about 34%, passing the limit was not always enough;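 also: antagonist mode with CXCL16 agonist at 10 nM final; 0% = 10 nM CXCL16 with DMSO and 100% = unstimulated wells without agonist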
EBI2 block: blocks human EBI2 receptor beta-arrestin signaling; 0.81% of 360,000 active; inhibition, % at 5 µM; EBI2 beta-arrestin recruitment, luminescence, 7a,25-OHC stimulated; in the data active = inhibition above about 38%;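 also: enzyme fragment complementation signal reports receptor beta-arrestin coupling in cells; 0% = agonist plus DMSO wells and 100% = wells without agonist; some results beyond the cut were filed as inactive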
Target sequence (P32249 whole entry, looked up, the tested form may be a part): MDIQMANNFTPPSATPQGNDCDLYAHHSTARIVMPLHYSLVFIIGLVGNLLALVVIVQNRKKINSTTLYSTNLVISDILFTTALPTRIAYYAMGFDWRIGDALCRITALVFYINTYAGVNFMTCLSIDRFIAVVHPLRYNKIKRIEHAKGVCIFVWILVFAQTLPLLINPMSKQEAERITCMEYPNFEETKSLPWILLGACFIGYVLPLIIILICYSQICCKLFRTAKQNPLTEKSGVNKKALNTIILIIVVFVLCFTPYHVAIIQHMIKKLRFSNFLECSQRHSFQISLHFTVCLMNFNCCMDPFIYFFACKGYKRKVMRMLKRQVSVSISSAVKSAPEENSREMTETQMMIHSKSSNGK
Jurkat NFkB inh: lowers PMA/ionomycin-induced NF-kB signal in Jurkat cells | 0.53% of 330,000 active | PMA/ionomycin-induced NF-kB luciferase reporter, luminescence | inhibition, % at 4 µM; in the data active = inhibition above about 50%
CCR6 antag: CCR6 (human) receptor antagonism. AID 493098. 0.49% of 340,000 active. inhibition, % at 20 µM. CHO-K1 CCR6 PathHunter beta-arrestin, luminescence, CCL20-stimulated. P51684;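 active = compounds whose inhibition of the agonist-driven luminescence signal at 20 µM reaches about 50%, limit read from the data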;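 also: cells stimulated with CCL20 at 14 nM final; plate controls were DMSO with CCL20 for no effect and DMSO without agonist for full effect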
Target sequence (P51684 whole entry, looked up): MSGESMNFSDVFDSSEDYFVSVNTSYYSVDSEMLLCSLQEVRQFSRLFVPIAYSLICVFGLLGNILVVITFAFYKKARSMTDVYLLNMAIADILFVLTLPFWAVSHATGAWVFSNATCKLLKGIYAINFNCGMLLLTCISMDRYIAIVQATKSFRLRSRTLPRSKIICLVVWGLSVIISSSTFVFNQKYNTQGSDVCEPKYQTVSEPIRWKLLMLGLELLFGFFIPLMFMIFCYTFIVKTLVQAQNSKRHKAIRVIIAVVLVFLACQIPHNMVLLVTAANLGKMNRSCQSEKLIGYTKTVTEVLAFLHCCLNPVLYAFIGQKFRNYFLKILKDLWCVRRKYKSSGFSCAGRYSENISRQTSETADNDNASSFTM
Gli-Sufu block: blocks Gli-Sufu signaling in a luciferase reporter. Sufu-KO-LIGHT fibroblasts, Gli luciferase reporter luminescence. inhibition, % at 5 µM. 0.74% of 340,000 active. AID 588413;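 active = inhibition above about 55%, limit read from the data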;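 also: 0% = DMSO-treated cells and 100% = wells with medium but no cells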
XBP1 UPR activ: adaptive UPR (XBP1) activation | activation, % at 20 µM | CHO-XBP1 luciferase reporter, IRE1-XBP1 UPR activation, luminescence; percent of tunicamycin response, DMSO as zero | 0.33% of 330,000 active;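 active = versus positive control, 20 µM dose yields 30% or more activation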;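 also: 100% = tunicamycin at 10 µg/mL and 0% = DMSO only wells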
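Material: CHO cell line with stable XBP1 luciferase reporter; schedule: 16-18 h cell attachment at 37 °C, then 6 h compound exposure; signal: glow luminescence from Steady-Glo reagent; medium: serum-containing F12 medium, 10% FBS; benchmarks: tunicamycin 10 µg/mL and vehicle-only wells; read-out: percent activation relative to tunicamycin reference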
697 NFkB inh: lowers PMA/ionomycin-induced NF-kB signal in 697 B cells; 697 B-cell NF-kB luciferase reporter, 16 h; inhibition, % at 4 µM; 0.33% of 330,000 active; in the data active = inhibition above about 35%
Mdm2 MdmX PPI: human Mdm2/MdmX binding inhibition; O15151+Q00987; SaOS-2 split-luciferase Mdm2/MdmX complementation, luminescence; inhibition, % at 8 µM; 3% of 330,000 active;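 active = inhibition of at least 50% at 8 µM in the primary screen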
Starred values were filed as active, the others as inactive; . = not tested or not shown.

SMILES	UPR CHOP act	CXCR6 inh	EBI2 block	Jurkat NFkB inh	CCR6 antag	Gli-Sufu block	XBP1 UPR activ	697 NFkB inh	Mdm2 MdmX PPI
CCc1ccc(S(=O)(=O)Nc2cc3c(cc2C)n(C)c(=O)n3C)cc1	5.4	-6	-4	45	7	65*	-7	-37	58*
CCCCn1c(N)c(N(CCOC)C(=O)C2CC(=O)N(c3cccc(SC)c3)C2)c(=O)[nH]c1=O (stereo unspecified)	-1.4	-2	1	9	9	-2	0	10	10
COc1ccc(N2CCN(S(=O)(=O)CCNC(=O)C3CCCCC3)CC2)cc1	0.6	-2	-6	-5	14	-7	-4	7	23
CCn1cc(C(=O)OC)c(=O)c2cc(S(=O)(=O)N(C)C3CCCCC3)ccc21	0.2	5	-6	1	-2	5	10	-32	10
COc1ccccc1N1CCN(C(=O)Nc2cccc(C)c2)CC1	-0.5	7	0	-31	-4	-2	-3	-9	4
CC(C)C(=O)N1CCC(CN=CC2=C(O)CC(C)(C)CC2=O)CC1	1.2	-14	-15	9	8	10	1	21	-24
Cc1cc(C)cc(C(=O)NCC(=O)N2CCN(C(c3ccccc3)c3ccccc3)CC2)c1	1.0	9	-5	-2	2	-18	-2	4	12
COc1ccccc1CN(C(=O)CNC(=O)c1ccco1)C(C(=O)NCC1CCCO1)c1ccc(OC)c(OC)c1 (stereo unspecified)	0.3	1	2	-10	7	-19	4	-1	24
CC(C)c1cc2c(c(O)c1O)[C@@]13CCCC(C)(C)C1CC2OC3=O (stereo partly specified)	5.4	2	6	0	-1	5	-2	17	31
COc1cccc(/C=C/C(=O)OCC(=O)Nc2cccc(S(=O)(=O)N3CCOCC3)c2)c1OC	2.7	-4	11	-8	11	-2	-5	17	9
CC(Oc1ccc(Cl)cc1Cl)/C(N)=N/O (stereo unspecified)	0.0	-3	-7	16	-9	-3	0	23	-9
Cn1c(SCC(=O)NCC2CCCO2)nc2scc(-c3ccccc3)c2c1=O (stereo unspecified)	0.9	-2	6	0	12	-7	-1	-24	-22
N/C(=N\OS(=O)(=O)c1cc(Cl)ccc1Cl)c1ccncc1	3.3	-8	-7	-13	-22	5	0	7	8
O=c1/c(=C\c2cc([N+](=O)[O-])cc([N+](=O)[O-])c2O)sc2nc3ccccc3n12	-0.2	12	2	0	38	5	-2	-6	-9
O=C(COC(=O)/C=C/C(=O)N1CCN(c2ccccc2)CC1)NC(c1ccccc1)c1ccccc1	1.1	15	16	3	8	3	-2	12	6
Clc1cc(Cl)c2nc(N3CCOCC3)sc2c1	2.0	-8	-7	-36	-4	-70	1	-41	-92
Cc1c(Cl)c([N+](=O)[O-])nn1CCCC(=O)N1CCN(c2ccccc2)CC1	0.3	7	5	-9	8	-2	-3	7	16
CCOc1ccc(NC(=S)N(Cc2ccc(N(C)C)cc2)Cc2ccco2)cc1	-1.0	3	44*	5	6	-17	-2	-11	-10
O=C(Nc1ccccc1)[C@@H]1CCCN1S(=O)(=O)c1ccc(Cl)cc1	0.2	8	-16	-1	3	3	-2	2	14
CC(=NCc1ccco1)c1c(C)[nH]n(-c2nc3ccccc3s2)c1=O	-2.5	2	6	-54	13	28	-5	-201	23
c1csc(-c2nnc(COc3ccc4c(c3)OCO4)o2)c1	1.0	-5	0	-22	10	-24	1	-9	-40
CC(=O)N(NC(N)=O)C(C)CC(=O)C1C(C)C=CCC1(C)C (stereo unspecified)	1.4	-9	9	2	7	7	-1	2	19
O=C1CN(C(=O)COC(=O)/C=C/c2ccc(S(=O)(=O)N3CCOCC3)cc2)c2ccccc2N1	0.2	-2	-4	-15	-13	-5	-3	7	10
Cc1cccc(C)c1NC(=O)CNC(=O)c1ccc2c(c1)OCCO2	-0.1	-1	-6	2	7	-10	0	14	5
COc1cccc(/C=C2/CCC(CN(C)C)C2=O)c1 (stereo unspecified)	.	71*	23	.	92*	-14	.	.	.
CC1(C)CC2CC(C)(CN2C(=O)CCCN2C(=O)c3ccccc3C2=O)C1 (stereo unspecified)	0.9	-5	-12	15	-21	-9	-1	-9	9
O=C(Nc1cc(-c2ccccc2)[nH]n1)c1ccccc1F	11	-11	-1	-142	12	-66	4	-155	-79
COc1cc(C(=O)N2CCCc3ccccc32)cc(OC)c1OC	-1.9	0	-4	15	-9	8	-1	7	22
Cc1cc(NC(=O)COC(=O)CCS(=O)(=O)c2ccc(Cl)cc2)no1	0.4	-3	-1	9	1	4	4	-3	4
O=C(COC(=O)c1ccccn1)c1cccc(Br)c1	0.8	5	12	4	35	-3	-4	-11	7
CC(NS(=O)(=O)c1cccc(S(=O)(=O)c2ccccc2)c1)C(=O)O (stereo unspecified)	0.7	-3	-3	-13	0	-3	-2	4	-4
O=C(CSc1ccccn1)Nc1cccc([N+](=O)[O-])c1	4.5	2	-5	2	10	-4	-2	-5	17
CC(C(=O)NCc1cccnc1)N1C(=O)c2ccccc2C1=O (stereo unspecified)	-0.5	-2	-8	6	-3	1	-2	-3	-7
COCCN1Cc2cccc(C(=O)Nc3ccc(C)cc3)c2C1=O	0.7	2	-10	-2	10	15	-1	7	2
NNC(=O)CCN1CCCCC1	1.1	-9	-15	-5	-14	8	0	11	-3
CCc1ccc(NC(=O)N(CCCN2CCOCC2)Cc2cccs2)cc1	0.2	-11	-8	12	9	-24	0	1	-18
COCC(=O)N1CCN(c2ccc([N+](=O)[O-])cc2)CC1	0.3	-8	-11	-14	-1	2	0	15	16
O=C1c2oc3ccccc3c(=O)c2C(c2cccs2)N1CCCN1CCOCC1 (stereo unspecified)	1.7	7	-14	9	-5	7	9	5	22
O=c1c2c3c(sc2nc(N2CCNCC2)n1-c1cccc(Cl)c1)CCCCC3	1.8	.	.	-29	.	.	-1	-24	67*
O=C(NCCCn1ccnc1)/C(=C\c1cccs1)NC(=O)c1ccco1	-0.9	-5	-23	2	5	-4	-1	14	-5
O=C(Nc1ccc(N2CCOCC2)cc1)C1(c2ccc(Cl)cc2)CCC1	0.0	4	-6	24	7	-24	1	-6	10
Cn1nc(-c2ccc(C(=O)Nc3cccc(Cl)c3)cc2)c2ccccc2c1=O	-0.7	1	30	9	1	34	6	23	28
CCCn1c(C(Cc2ccccc2)NC(=O)COC)nc2ccccc21 (stereo unspecified)	2.4	4	-3	5	-3	5	-1	-4	18
COc1ccc(N(C)C(=O)c2ccc3c(Cl)c4c(nc3c2)CCCC4)c(OC)c1	1.3	10	26	-12	14	3	5	-60	45
CC(C)(C)c1ccc(C(=O)NC(=S)Nc2ccc(N3CCOCC3)cc2)cc1	1.5	6	-7	-59	15	60*	-4	-334	15
COc1ccc(S(=O)(=O)N(C)CC(=O)Nc2ccccc2OC)cc1C	0.5	2	11	0	-15	0	-6	11	9
CCC(C)Sc1ccc([C@H]2N[C@@](CC(C)C)(C(=O)OC)[C@H]3C(=O)N(CC)C(=O)[C@@H]23)cc1 (stereo partly specified)	-1.4	5	9	11	5	-3	-1	2	6
O=S(=O)(NCC1CN(S(=O)(=O)c2ccc3c(c2)OCCO3)C1)c1c(F)cccc1F	-0.2	3	-10	-6	13	-4	2	-3	-2
CCOCCCNCC(=O)N1CCN(S(=O)(=O)c2ccc(C)cc2)CC1	-1.7	1	-10	-8	-2	4	-3	11	-6
O=C(NCCCN1CCCC1=O)c1ccccc1OCc1ccc(Cl)cc1Cl	-0.7	5	-8	3	20	-21	-1	1	10
Cc1c(Cl)ccc(S(=O)(=O)N2CCN=C2c2ccccc2)c1Cl	-4.3	2	-7	5	0	-8	1	-5	6
CCOC(=O)N1CCN(C(=O)CNC(=O)Cn2cnc3ccccc3c2=O)CC1	-0.8	-4	10	-5	18	-5	-1	-14	8
O=C(/C=C/c1cccc(F)c1)N1CCN(c2ncccn2)CC1	3.1	-4	90*	-6	-12	-16	3	10	-10
O=C(NCc1ccc(Cl)cc1Cl)C1CCN(S(=O)(=O)c2ccc3c(c2)OCCCO3)CC1	1.2	-13	35	-2	2	63*	-3	9	24
O=C(OCC#CCSc1nnc(-c2ccncc2)o1)c1cccs1	0.3	4	-26	0	-3	-3	-1	15	-10
CC[C@@]1(C(=O)OC)N[C@H](CN(C)C(=O)Nc2ccc(Cl)cc2)[C@@H]2C(=O)N(C)C(=O)[C@@H]21	0.4	-1	-7	-9	-11	-5	-1	8	12
COc1ccc(CCn2c(=S)[nH]c3cc(C(=O)N4CCOCC4)ccc3c2=O)cc1OC	0.2	7	-7	15	-3	14	-2	-6	25
CC(=O)Nc1ccc(CCNC(=O)c2ccc3ccccc3c2O)cc1	.	-10	-12	.	0	-20	.	.	.
O=C(CN1CCCC1)NN=C(c1ccccc1)c1ccccc1	-2.0	-2	-4	-4	0	7	1	5	-9
CCn1c(SCC(=O)Nc2nc3c(s2)CCCC3)nnc1-c1ccccc1	-0.8	3	1	4	-7	6	-1	20	16

4 entries already listed, sorted by their value in XBP1 UPR activ, ascending:
| SMILES | XBP1 UPR activ |
| --- | --- |
| COc1ccc(S(=O)(=O)N(C)CC(=O)Nc2ccccc2OC)cc1C | -6 |
| CCOCCCNCC(=O)N1CCN(S(=O)(=O)c2ccc(C)cc2)CC1 | -3 |
| COc1ccc(CCn2c(=S)[nH]c3cc(C(=O)N4CCOCC4)ccc3c2=O)cc1OC | -2 |
| CCC(C)Sc1ccc([C@H]2N[C@@](CC(C)C)(C(=O)OC)[C@H]3C(=O)N(CC)C(=O)[C@@H]23)cc1 (stereo partly specified) | -1 |

Next results follow:
SMILES	UPR CHOP act	CXCR6 inh	EBI2 block	Jurkat NFkB inh	CCR6 antag	Gli-Sufu block	XBP1 UPR activ	697 NFkB inh	Mdm2 MdmX PPI
CCN(CC)c1ccc(NC(=O)CSc2nc(C3CC3)nc3ccccc23)cc1C	0.1	-2	-7	59*	0	-8	0	-16	49
O=C(COc1ccc([N+](=O)[O-])cc1)Nc1cccc(C(=O)Nc2ccccc2C(=O)O)c1	-3.2	4	-6	-1	11	4	-5	5	15
CC(=O)Nc1ccc(NC(=O)CSc2ncnn2-c2ccccc2)cc1	-1.7	0	1	-2	-5	0	-2	7	15
CC1CCN(C(=O)c2[nH]cnc2C(=O)N[C@H](C)c2ccccc2)CC1	-1.6	-4	5	-5	0	4	0	6	22
O=C(COc1coc(CN2CCN(c3ccccc3F)CC2)cc1=O)N1CCc2ccccc21	0.8	2	-8	-7	19	2	0	8	23
CCOc1ccc(/C=C2\SC(=S)N(NS(=O)(=O)c3ccc(C)cc3)C2=O)cc1OC	1.1	8	1	0	12	9	1	-1	-2
c1ccc2c(c1)nc(N1CCCCC1)c1ccccc12	0.8	1	-14	-3	17	8	-1	-10	25
CS(=O)(=O)N1CCC(C(=O)Nc2ccc(C(N)=O)cc2)CC1	0.1	11	1	0	8	-1	-4	-3	7
O=C(NCc1ccc(F)cc1)c1ccccc1OCc1ccccc1	1.0	-7	6	-3	19	9	1	-30	-19
Cn1c(SCC(=O)N2CCOCC2)nnc1-c1ccncc1	0.0	14	-20	3	9	2	-3	11	-16
CC(=O)Nc1ccc(SCC(=O)N2CCN(S(=O)(=O)c3ccccc3)CC2)cc1	-0.2	3	5	4	15	19	4	9	1

Screening results from PubChem BioAssay.
